High-throughput results deposited in PubChem by National Center for Advancing Translational Sciences (NCATS).
NPC1 prom act = NPC1 promoter activation; Huh7 NPC1 promoter luciferase reporter, 24 h; Potency, µM (top dose mostly 9.22 µM), inactives show at the highest dose activation, most hits filed as activators; 320,000 compounds, 2.4% hits; AID 485313;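 also: potency is read from the fitted curve at half-maximal effect; % of control where 0% means no effect; nearly all actives have a fitted effect of over 60% in size; reporter is driven by a mutant NPC1 promoter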
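Quantitative HTS used a cell-based reporter: Huh7 cells stably bearing the NPC1 promoter upstream of luciferase were treated with compounds for 24 h, and promoter activation was read as luminescence.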
Rab9 promoter act = activators of Rab9 promoter; Huh7 Rab9 promoter-luciferase reporter, luminescence, 24 h; AID 485297; 320,000 compounds, 2.8% hits; Potency, µM (titrated, usually from 9.22 µM), for the others: at the highest dose activation, negative = inhibition, usual class: activators; also: potency is read from the fitted curve at half-maximal effect; % of control where 0% means no effect; nearly all actives have a fitted effect of over 60% in size
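Rab9 promoter-driven luciferase in stably transfected Huh7 cells; 1500 cells/well rested 2 h, exposed to compound in DMSO for 24 h at 37 °C, 5% CO2. Luminescence read 10 min after adding luciferase reagent at ambient temperature.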
Gal4-VP16 FLuc = inhibits Gal4-VP16 luciferase reporter, ROR gamma counter-screen; Potency, µM (titrated, usually from 53.6 µM), without a hit: top-dose activity, negative = inhibition, most hits filed as inhibitors; 310,000 compounds, 3.5% hits; AID 2546; Drosophila S2 Gal4-VP16 UAS-luciferase, luminescence, 20 h;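 also: Gal4-VP16 expression switched on by copper sulfate through the metallothionein promoter; potency is read from the fitted curve at half-maximal effect; % is scaled to controls: 0 for no effect and ±100 for the full control effect; nearly all actives have a fitted effect of over 50% in size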
Menin-MLL TR inh = displaces Texas Red mutant MLL peptide from human menin. Menin + Texas Red MLL mutant peptide, fluorescence polarization. Potency, µM (doses to about 61.6 µM), inactives show at the top dose FP activity change, negative = inhibition, actives largely listed as inhibitors. 270,000 compounds, 0.23% hits. AID 1768; active = well fitted inhibition curve with a large enough effect in the polarisation, with a control signal flat, not every such curve was filed as active; inconclusive = small, poorly fitted or top-dose-only effect, or effect the other way, or a change in a side signal; inactive = no such curve, though single readings can be large or run the other way; the % refers to the polarisation; also: potency is read from the fitted curve at half-maximal effect; % of control where 0% means no effect; many of its hits are not listed in these tables
MBNL1-CUG inh = inhibitors of human MBNL1 binding to CUG repeat RNA; Q9NR56; TR-FRET MBNL1-His/biotin-(CUG)12 binding, 665/545 ratio; Potency, µM (doses to about 57.5 µM), for inactives: at the highest dose activity change, negative = inhibition, most hits filed as inhibitors; 280,000 compounds, 0.036% hits; AID 2675; active = well fitted inhibition curve with a large enough effect in the signal ratio, with a control signal flat, not every such curve was filed as active; inconclusive = small, poorly fitted or top-dose-only effect, or effect the other way, or a change in a side signal; inactive = no such curve, though single readings can be large or run the other way; the % refers to the signal ratio; also: potency is read from the fitted curve at half-maximal effect; % is scaled to controls: 0 for no effect and ±100 for the full control effect
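TR-FRET between His-tagged MBNL1 and biotin-(CUG)12 RNA, detected with Tb anti-His antibody (0.055 ng/ul) and streptavidin-XL665 (5 nM), 60 min at room temperature. Compounds titrated 92 nM to 58 uM; 665/545 nm ratio normalized to buffer and complex controls.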
PKM2 act = PKM2 (human) enzyme activation | P14618 | purified PKM2, Kinase-Glo ATP luminescence, activation; response scale: 0% is enzyme alone, no compound | Potency, µM (series often up to 57.5 µM), for inactives: at the highest dose activation, actives largely listed as activators | 260,000 compounds, 0.34% hits | AID 1631; also: potency is read from the fitted curve at half-maximal effect; % is scaled to controls: 0 for no effect and ±100 for the full control effect; nearly all actives have a fitted effect of over 55% in size
Target sequence (P14618 whole entry, looked up): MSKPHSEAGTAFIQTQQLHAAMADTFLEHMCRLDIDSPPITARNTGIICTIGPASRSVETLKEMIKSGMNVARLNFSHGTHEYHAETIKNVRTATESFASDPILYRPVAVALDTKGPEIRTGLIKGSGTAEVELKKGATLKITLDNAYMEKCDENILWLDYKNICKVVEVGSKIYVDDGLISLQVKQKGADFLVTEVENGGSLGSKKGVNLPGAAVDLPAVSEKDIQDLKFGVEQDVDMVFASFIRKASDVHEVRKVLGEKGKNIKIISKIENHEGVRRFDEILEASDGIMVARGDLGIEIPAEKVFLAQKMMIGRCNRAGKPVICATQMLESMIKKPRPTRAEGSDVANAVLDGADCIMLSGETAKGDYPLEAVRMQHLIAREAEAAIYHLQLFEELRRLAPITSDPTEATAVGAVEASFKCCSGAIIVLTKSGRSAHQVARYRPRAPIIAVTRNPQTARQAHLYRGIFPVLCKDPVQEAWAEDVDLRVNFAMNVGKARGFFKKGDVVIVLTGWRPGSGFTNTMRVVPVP
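hPK-M2, >95% pure; 0.1 mM ADP / 0.5 mM PEP final; imidazole pH7.2 buffer w/ 7 mM MgCl2, 50 mM KCl; 1 h RT; Kinase-Glo lum. Intermediate enzyme activity for dual inhibitor/activator qHTS.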
FLuc modulator = firefly luciferase modulation, counter-screen for miR-21 project; P08659; purified FLuc, Km substrates, luminescence inhibition; Potency, µM (doses to about 57.5 µM), without a hit: top-dose activity change, negative = inhibition, most hits filed as inhibitors; 360,000 compounds, 6.9% hits; AID 588342;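 also: potency is read from the fitted curve at half-maximal effect; plate controls were vehicle for no effect and reference inhibitor for full effect; nearly all actives have a fitted effect of over 55% in size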
Target sequence (P08659 whole entry, looked up): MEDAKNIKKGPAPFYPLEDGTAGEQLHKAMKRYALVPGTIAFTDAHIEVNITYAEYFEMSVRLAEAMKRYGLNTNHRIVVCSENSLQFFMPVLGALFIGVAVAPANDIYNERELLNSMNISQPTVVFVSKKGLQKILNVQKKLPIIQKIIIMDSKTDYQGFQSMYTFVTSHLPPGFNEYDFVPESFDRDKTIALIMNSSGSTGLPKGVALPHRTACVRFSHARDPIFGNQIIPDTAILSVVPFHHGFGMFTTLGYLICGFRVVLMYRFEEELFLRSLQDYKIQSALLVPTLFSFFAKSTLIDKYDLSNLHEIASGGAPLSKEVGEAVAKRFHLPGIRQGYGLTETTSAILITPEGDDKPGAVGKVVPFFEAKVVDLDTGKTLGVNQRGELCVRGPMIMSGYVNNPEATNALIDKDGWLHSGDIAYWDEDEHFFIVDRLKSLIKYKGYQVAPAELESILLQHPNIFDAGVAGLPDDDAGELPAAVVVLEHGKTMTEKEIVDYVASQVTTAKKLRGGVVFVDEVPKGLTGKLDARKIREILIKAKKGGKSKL
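Purified P. pyralis luciferase, 10 nM final, with Km-level 10 uM D-luciferin and 10 uM ATP in 50 mM Tris acetate pH 7.5, 10 mM Mg acetate, 0.01% Tween-20, 0.05% BSA; 6-point qHTS titration about 60 µM downward; luminescence read.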
KCNH2 3.1 inh = blocks the human KCNH2 3.1 channel isoform. 340,000 compounds, 0.95% hits. U2OS KCNH2 3.1, thallium flux FluxOr; active compounds read low. activity change, % (tested at about 1.8 µM);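 active = maximum activity change below -70%; inconclusive = maximum activity change from -70% to -50%; inactive = maximum activity change above -50%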;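 also: thallium influx rate constant from kinetic fluorescence after stimulation buffer; % is scaled to controls: 0 for no effect and ±100 for the full control effect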
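Kinetic fluorescence (2 min after stimulation buffer) measures Tl+ influx through KCNH2 3.1 expressed by viral transduction in U2OS cells; the rate constant is normalized against DMSO controls serving as positive and negative references.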
ELG1 DNA repair = inhibitors of ELG1-dependent DNA repair in HEK293T cells | HEK293T ELG1-luciferase reporter, luminescence, 16 h; DNA damage induced by 5-fluorouridine | Potency, µM (highest dose often 46.1 µM), without a hit: top-dose activity change, negative = inhibition, actives largely listed as inhibitors | 330,000 compounds, 2.3% hits | AID 504467; also: potency is read from the fitted curve at half-maximal effect; % is scaled to controls: 0 for no effect and ±100 for the full control effect; nearly all actives have a fitted effect of over 55% in size
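Cells (2,000 per well) received 5-fluorouridine plus test compound or DMSO and were incubated 16 hr at 37 °C, 5% CO2. Luciferase activity was read by luminescence 30 min after ONE-Glo addition; signal suppression marked inhibition of damage-induced ELG1 function.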
Mito fusion act = inhibitors of mitochondrial division or activators of mitochondrial fusion; S. cerevisiae fusion-defective mutant growth rescue, CellTiterGlo 48 h; Potency, µM (top dose mostly 46.1 µM), inactives show at the highest dose growth rescue (activation), actives largely listed as activators; 320,000 compounds, 0.23% hits; AID 485298;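 also: potency is read from the fitted curve at half-maximal effect; % of control where 0% means no effect; nearly all actives have a fitted effect of over 45% in size; temperature-sensitive fusion mutants such as fzo1-1 at 37 °C on non-fermentable ethanol glycerol medium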
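Yeast fusion mutant, YPEG (non-fermentable carbon), compound, 48 h at 37C non-permissive; CellTiterGlo added, 10 min RT, luminescence read. Rescued growth = division inhibition.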
RORg inh = inhibitors of mouse ROR gamma transcriptional activity. P51450. Drosophila S2 Gal4-RORgamma UAS-luciferase reporter, 20 h. Potency, µM (highest dose often 53.6 µM), inactives show top-dose activity change, negative = inhibition, hits mostly inhibitors. 310,000 compounds, 5.4% hits. AID 2551; also: potency is read from the fitted curve at half-maximal effect; % is scaled to controls: 0 for no effect and ±100 for the full control effect; nearly all actives have a fitted effect of over 60% in size
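Luciferase reporter read in Schneider cells carrying Gal4-RORγ (mouse) and UAS-Photinus luciferase; cells given compound 1 h before 700 uM copper sulfate induction, then incubated 20 h at ambient temperature.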
Starred values were filed as active, the others as inactive; ? = inconclusive; . = not tested or not shown; & = joins results of further samples; [ ] = another dose, or the depositor's remark. Unless noted, calls follow the shape of the dose curve; as a rule, active = well fitted curve in the direction sought with a large enough effect; inconclusive = small, poorly fitted or top-dose-only effect, or another doubt; inactive = no such curve, though single readings can be large; an effect the other way counts as inactive or inconclusive. This is a subset; count on the stated rates, not on these rows.

SMILES	NPC1 prom act	Rab9 promoter act	Gal4-VP16 FLuc	Menin-MLL TR inh	MBNL1-CUG inh	PKM2 act	FLuc modulator	KCNH2 3.1 inh	ELG1 DNA repair	Mito fusion act	RORg inh
COc1ccc(-n2cnnc2SCC(=O)Nc2cccc(S(=O)(=O)N3CCCCC3)c2)cc1	-1%	-5%	0%	0%	.	5%	1%	3	?	-4%	44%
Cc1oc(-c2ccc(Cl)cc2)nc1CS(=O)CC(=O)NCCN1CCCCCC1 (stereo not given)	-17%	0%	0%	.	-3%	.	-2%	17	18%	-2%	19%
CC(=O)N1CCc2cc(S(=O)(=O)N3CCc4ccccc4C3)ccc21	0%	-2%	1%	-26%	-2%	3%	9%	17	13%	4%	-2%
Cc1cc(O)c(C(=O)/C=C/c2ccccc2)c(=O)o1	2%	0%	?	12%	7%	.	19µM*	-4	-10%	-10%	-38%
CS(=O)(=O)c1ccc2nc(NC(=O)C3=NN(c4ccccc4)C(=O)CC3)sc2c1	0%	0%	-6%	.	8%	-5%	?	3	-3%	1%	-2%
COCCn1c(SCc2cc(C(C)=O)ccc2OC)nc2cc(Cl)ccc2c1=O	2%	2%	?	0%	-4%	2%	1%	-4	?	0%	-25%
CSCCC(C(=O)Nc1ccc2c(c1)OCO2)N1C(=O)c2ccccc2C1=O (stereo not given)	-2%	-4%	0%	42%[activator]	-1%	7%	-2%	11	18%	0%	11%
Cc1cccc(C)c1NC(=O)CCS(=O)(=O)c1cccc2nonc12	-3%	1%	27%	?	?	.	1%&1%	14	4%	4%	-40%
CCN1CCN(CCCNC(=O)c2ccc3c(c2)NC(=O)c2ccccc2S3)CC1	1%	-3%	-1%	-23%	-8%	-1%	8%	3	?	2%	-27%
COc1ccc(OC)c(NC(=O)c2ccccc2NC(=O)c2ccco2)c1	7%	0%	-6%	.	-1%	0%	?	-4	8%	9%	17%
CC(C)(C)c1ccc(C(=O)Oc2ccc3c(c2)OCC3=O)cc1	0%	-5%	-1%	?	-2%	-4%	2.7µM*	-3	3%	0%	5%
Clc1ccccc1OCc1nn2c(-c3ccncc3)nnc2s1	0%	-2%	4%	11%	-9%	2%	1%	-3	-17%	7%	41%
Cc1cccc2c1cnn2C(=O)CCC(=O)NC1CCCCC1	1%	13%	3%	5%	-2%	5%	-5%	2	21%	-3%	12%
CCn1c(SCC(=O)NC2CCCC2)nnc1C(C)NC(=O)c1ccccc1F (stereo not given)	2%	3%	-14%	.	-2%	.	-1%	-1	15%	-1%	-8%
CCOC(=O)c1c(C)[nH]c(C(=O)CN2C(=O)NC(C)(c3ccc(C)cc3)C2=O)c1C (stereo not given)	-1%	-1%	?	11%	-8%	?	10%	-1	0%	4%	28%
COc1cccc(N=C2CC(C)(C)CC(=O)/C2=C(/O)c2ccccc2)c1	-2%	12%	-1%	3%	.	-4%	1%	-11	-22%	-11%	-31%
Cc1cccn2c(=O)nc(SCC(=O)NCCc3ccccc3)nc12	-4%	-4%	.	.	.	.	7%	-2	0%	1%	.
CC1C(=O)CCC1(C(=O)O)c1ccccc1 (stereo not given)	0%	-25%	-6%	-13%	-7%	-11%	1%	-1	-4%	0%	-8%
CCNC(=O)CC1C(=O)N(c2ccc(OC)cc2)C(=O)N1CCOC (stereo not given)	-4%	-11%	-9%	-18%	-5%	.	-1%	0	11%	4%	-2%
O=C(c1cc2c(s1)CCCC2)n1cccn1	-1%	-6%	.	13%	4%	3%	21µM*	-1	16%	8%	4%[0.365 µM]
Cc1ccc(CS(=O)(=O)c2ncc(Cl)c(C(=O)Nc3ccc(OC(F)F)cc3)n2)cc1	-20%	-13%	?	.	7%	.	-13%	-7	?	-53%[inhibitor]	-96%
Cc1ccc(C(=O)N2CCC(C)CC2)cc1NC1=NC2CS(=O)(=O)CC2S1 (stereo not given)	-2%	0%	-1%	11%	-13%	1%	4%	0	21%	-3%	-9%
CN(C)CC(c1ccccc1)c1ccccc1	2%	-5%	4%	.	-11%	0%	2%	-8	?	-4%	1%
COc1ccc(OC2OC3COC(C)(C)OC3C(O)C2NC(C)=O)cc1 (stereo not given)	0%	-4%	4%	0%	?	-5%	?	3	14%	-6%	16%
O=S(=O)(c1ccc(Br)s1)N1CCN(CCOc2ccccc2)CC1	-3%	-1%	.	.	.	.	1%	-3	?	8%	.
CCOC(=O)C1=C(CNCc2ccc(C)cc2)NC(=O)NC1c1ccc(OC)cc1 (stereo not given)	-3%	-8%	-8%	-3%	-3%	8%	6%[2.3 µM]	-11	-21%	4%	16%
Cc1cc(NC(=O)c2ccc(Cl)cc2)cc(C)c1OCC(=O)N1CCOCC1	3.2µM*	?	?	.	0%	-8%	1.7µM*	-4	?	1%	?
CCOc1cc(C(N)=O)cc(Br)c1OCc1ccccc1	-2%	0%	0%	19%	-4%	-2%	1%	4	?	?	-9%
CN(CC(=O)Nc1cccc(F)c1)C(=O)Cc1n[nH]c(=O)c2ccccc12	0%	1%	.	.	.	.	0%	2	-11%	-3%	.
CCCCSc1nnc(CCC)n1N	-2%	-1%	0%	-14%	-7%	1%	6%	-1	1%	-4%	7%
CC(C)[C@H](CO)Nc1nc(NCc2ccc(S(N)(=O)=O)cc2)c2ncn(C(C)C)c2n1	-11%	-46%[inhibitor]	9%	.	-22%	-15%	-2%	-5	?	-9%	5%
Cc1oc(/N=C/c2ccc(F)cc2)c(C#N)c1C	1%	4%	3%	?	6%	0%	?	2	-3%	0%	-7%
CCSc1nnc(NC(=O)Cc2ccc(OC)cc2)s1	1%	10%	20%	-5%	-7%	?	0%	0	?	1%	7%
COc1cccc(C(=O)N2CCN(Cc3ccccc3C(F)(F)F)CC2)c1	-5%	1%	0%	?	-4%	7%	0%	-15	-24%	-7%	1%
CC(C)N=C(NC#N)SCC(=O)NC(C)(C)C	0%	-1%	-4%	-2%	1%	0%	9%	10	-2%	3%	-9%
CCOC(=O)C1CCCN(Cc2cn(C)nc2-c2ccc3c(c2)OCCO3)C1 (stereo not given)	-12%	-9%	4%	-11%	-6%	-3%	-2%	15	10%	-4%	0%
O=C1C=C(NCCN2CCOCC2)CC(c2ccccc2)C1 (stereo not given)	-2%	-8%	-1%	8%	-7%	3%	4%	11	-6%	0%	0%
CCOc1ccc(NC(=S)C(C#N)=C2N(C)c3ccccc3N2C)cc1	-2%	-3%	1%	-18%	-9%	3%	2%	-2	-6%	-4%	-31%
COC(=O)c1c(NC(=O)C2CCCCC2C(=O)O)sc2c1CCCCC2 (stereo not given)	13%	?	10%[10 µM]	1%	10%	-6%	?	6	?	-4%	5%
O=C(O)c1ccc(Nc2nc(-c3ccc([N+](=O)[O-])cc3)nc3ccccc23)cc1	-4%	-7%	-7%	?	?	.	-11%	2	?	14%	20%
Cc1cccc(C)c1NC(=O)CSc1nnc(-c2ccncc2)n1Cc1ccco1	0%	-7%	-3%	-4%	4%	11%	1%	22	-14%	0%	5%
COc1cn(-c2ccccc2)nc1C(=O)Nc1ccc(C)cc1	?	?	-13%	14%	?	6%	8.5µM*	-12	?	?	17%
O=c1c(F)cn(C2CCCO2)c(=O)n1Cc1ccc(Cl)cc1 (stereo not given)	1%	0%	0%	-10%	?	-1%	0%	-4	14%	0%	6%
CC1CCCC(NC(=O)CNC(=S)N(Cc2ccccc2)Cc2cccs2)C1C (stereo not given)	-3%	-7%	?	6%	-4%	8%	-15%	7	?	22%	?
COc1ccc(NC(=O)c2cc(-c3cccc(OC)c3)on2)cc1	-3%	-6%	-2%	0%	0%	1%	-6%	-11	?	-5%	-15%
